From PubChem
HIV peptide binding = inhibitors of HIV fusion peptide binding, primary screen, biochemical, uHTS, fluorescence dequenching (AID 1986); cell-free peptide binding, fluorescence dequenching, 30 min; higher % means a stronger effect; inhibition, % at 20 µM; hits with a dose series show IC50 in µM; hit rate 0.3% among 290,000; in the data active means inhibition mostly above about 52%, no sharp cut-off; inactive means mostly below about 76%; further: some results filed as inactive read as strong as hits
KOR beta-arrestin-1 = kappa opioid receptor activators – cell-based, luminescence, uHTS, primary screen (AID 1777) | KOR beta-arrestin recruitment, luminescence; higher % means a stronger effect | one-dose activation, % at 10 µM; EC50 in µM for titrated hits | hit rate 0.02% among 280,000; in the data active means activation above about 50%, passing the limit was not always enough; further: a part of the inactive calls stands beside numbers as strong as those of hits
Yfh1-off respiration = enhancers of respiration in Yfh1-depleted yeast, dose response, Friedreich's ataxia, plus single-dose screen (AID 1465); fold induction at 50 µM, or EC50 in µM where a hit was titrated; hit rate 0.074% among 220,000; S. cerevisiae Yfh1-off respiration, WST-1 reduction, 72 h; higher fold induction means a stronger effect;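 active means fold induction of absorbance versus untreated yeast above a set limit, then at least 30% activation at any dose in follow-up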;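 further: activators that raise dye reduction in frataxin-depleted yeast; strong numbers were not always called active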
West Nile virus CPE = West Nile virus antiviral activity, cell-based, CPE readout (AID 1621) | CPE inhibition, % at 10 µM; hits with a dose series show IC50 in µM | hit rate 0.02% among 290,000 | West Nile virus-infected cells, CPE inhibition; higher % means a stronger effect; in the data active means a potency from the dose series; further: strong numbers were not always called active
Dengue-2 NS5 capping = Dengue-2 NS5 methyltransferase inhibitors, primary screen, biochemical, confirmation dose response (AID 588689). Dengue-2 NS5 methyltransferase capping enzyme assay, biochemical; higher % means a stronger effect. inhibition, % at 25 µM; hits with a dose series show IC50 in µM. hit rate 0.3% among 340,000; in the data active means a potency from the dose series
NOD2 inhibition = NOD2 signaling inhibitors, cell-based, luminescence, uHTS, HEK293 (AID 1566). inhibition, % at 4 µM; hits with a dose series show EC50 in µM. HEK293 NOD2/NF-kB luciferase reporter, luminescence; higher % means a stronger effect. hit rate 0.63% among 290,000; further: many of its hits are not listed in these tables
KOR beta-arrestin-2 = KOR antagonists, beta-arrestin recruitment, cell-based, luminescence, uHTS (AID 1778) | hit rate 0.091% among 290,000 | inhibition, % at 10 µM, or IC50 in µM where a hit was titrated | KOR beta-arrestin recruitment, luminescence, antagonist mode; higher % means a stronger effect; further: strong numbers were not always called active
AID2073 = inhibitors of Mint1-CaV2.2 protein interaction, biochemical, HTRF (AID 2073). HTRF protein-protein interaction, Mint1-CaV2.2; higher % means a stronger effect. inhibition, % at 20 µM; hits with a dose series show IC50 in µM. hit rate 0.19% among 290,000; in the data active means inhibition mostly above about 51%, no sharp cut-off; further: some results filed as inactive read as strong as hits
NOD1 NF-kB reporter = inhibition of NOD1-driven NF-kB reporter – cell-based, luminescence, uHTS, primary screen (AID 1578); NOD1-driven NF-kB luciferase reporter cells, luminescence; higher % means a stronger effect; inhibition, % at 4 µM; hits with a dose series show EC50 in µM; hit rate 1% among 290,000; in the data active means inhibition mostly above about 36%, no sharp cut-off; inactive means mostly below about 34%;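 further: HEK-293T reporter cells stimulated with the NOD1 agonist gamma-tri-DAP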
Starred values were filed as active, the others as inactive; [ ] = remark or other dose. Unless noted, no stated cut-off is given here; in the data, active means inhibition above about 50%; inactive means the rest.

`O=C(O)c1ccc(N2C(=O)C3C4c5ccccc5C(Br)(c5ccccc54)C3C2=O)cc1` (configuration not stated) gave HIV peptide binding 9.3%, KOR beta-arrestin-1 -1.9%, Yfh1-off respiration inactive, West Nile virus CPE 2.0%, Dengue-2 NS5 capping 7%, NOD2 inhibition 12%, KOR beta-arrestin-2 4%, AID2073 7% and NOD1 NF-kB reporter -32%.
`COCCCN1CN(Cc2ccccc2)CNC1=S` gave HIV peptide binding -0.6%, KOR beta-arrestin-1 2.2%, Yfh1-off respiration inactive, West Nile virus CPE -0.3%, Dengue-2 NS5 capping -5%, NOD2 inhibition -3%, KOR beta-arrestin-2 -4%, AID2073 -11% and NOD1 NF-kB reporter -28%.
`c1ccc(-c2ccc(-c3nccc4ccccc34)[nH]2)cc1` gave HIV peptide binding 7.1%, KOR beta-arrestin-1 2.0%, Yfh1-off respiration inactive, West Nile virus CPE 0.0%, NOD2 inhibition -134%, KOR beta-arrestin-2 29%, AID2073 8% and NOD1 NF-kB reporter -12%.
For C/C(=N\Nc1nc(N2CCOCC2)nc(N2CCOCC2)n1)c1ccc([N+](=O)[O-])cc1 the results were HIV peptide binding -1.2%, KOR beta-arrestin-1 -3.2%, Yfh1-off respiration inactive, West Nile virus CPE -0.8%, Dengue-2 NS5 capping 4%, NOD2 inhibition 19%, KOR beta-arrestin-2 27%, AID2073 -2% and NOD1 NF-kB reporter 9%.
For CC(C)Cc1nc2oc3c(=O)[nH]cnc3c2c2c1CCCC2 the results were HIV peptide binding 4.1%, KOR beta-arrestin-1 -1.0%, Yfh1-off respiration inactive, West Nile virus CPE -0.3%, Dengue-2 NS5 capping 6%, NOD2 inhibition 22%, KOR beta-arrestin-2 10%, AID2073 3% and NOD1 NF-kB reporter 0%.
Screening Cc1ccc(CCc2nnc(SCC(=O)Nc3ccccc3Cl)n2-c2ccccc2)o1 returned HIV peptide binding -1.1%, KOR beta-arrestin-1 -3.0%, Yfh1-off respiration inactive, West Nile virus CPE -0.9%, Dengue-2 NS5 capping -9%, NOD2 inhibition 9%, KOR beta-arrestin-2 21%, AID2073 -8% and NOD1 NF-kB reporter -4%.
Screening COc1ccc(OC)c(CC(NC(C)=O)C(=O)NC2CCN(S(=O)(=O)c3ccc(NC(C)=O)cc3)CC2)c1 (configuration not stated) returned HIV peptide binding -0.8%, KOR beta-arrestin-1 -2.6%, West Nile virus CPE 0.1%, Dengue-2 NS5 capping 1%, NOD2 inhibition 8%, KOR beta-arrestin-2 9%, AID2073 3% and NOD1 NF-kB reporter -2%.
For CCCSC1=C(C#N)C(c2ccccc2OCC)CC(=O)N1 (configuration not stated) the results were HIV peptide binding 0.4%, KOR beta-arrestin-1 -6.2%, Yfh1-off respiration inactive, West Nile virus CPE 0.1%, Dengue-2 NS5 capping 0%, NOD2 inhibition -6%, KOR beta-arrestin-2 28%, AID2073 0% and NOD1 NF-kB reporter -8%.
`CCOC(=O)c1ccc(NC(=O)c2nc[nH]c2C(=O)N[C@@H](CCCCNC(=O)OC(C)(C)C)C(=O)OC(C)(C)C)cc1` gave HIV peptide binding -0.2%, KOR beta-arrestin-1 -2.3%, Yfh1-off respiration inactive, West Nile virus CPE 3.0%, Dengue-2 NS5 capping 1%, NOD2 inhibition 13%, KOR beta-arrestin-2 22%, AID2073 16% and NOD1 NF-kB reporter 2%.
Screening COc1ccccc1N(CC(=O)NCCN1CCOCC1)S(=O)(=O)c1ccccc1 returned HIV peptide binding -0.5%, KOR beta-arrestin-1 -3.4%, West Nile virus CPE -0.3%, Dengue-2 NS5 capping 12%, NOD2 inhibition -6%, KOR beta-arrestin-2 5%, AID2073 2% and NOD1 NF-kB reporter -18%.
`CCOC(=O)N1CCN(C(=O)C2CCN(S(=O)(=O)N(CC)CC)CC2)CC1` gave HIV peptide binding 4.8%, KOR beta-arrestin-1 -0.2%, Yfh1-off respiration inactive, West Nile virus CPE 0.2%, Dengue-2 NS5 capping 1%, NOD2 inhibition 7%, KOR beta-arrestin-2 -27%, AID2073 2% and NOD1 NF-kB reporter -8%.
`Cc1cc(C)n(/C(=C\N(C)C)C(=O)c2cccc([N+](=O)[O-])c2)n1` gave HIV peptide binding 2.4%, KOR beta-arrestin-1 -2.8%, West Nile virus CPE -0.7%, Dengue-2 NS5 capping -1%, NOD2 inhibition 0%, KOR beta-arrestin-2 16%, AID2073 -1% and NOD1 NF-kB reporter -2%.
S=C(NCc1cccnc1)Nc1cccc(Cl)c1 was read as HIV peptide binding -0.5%, KOR beta-arrestin-1 7.2%, Yfh1-off respiration inactive, West Nile virus CPE -0.2%, Dengue-2 NS5 capping 2%, NOD2 inhibition 1%, KOR beta-arrestin-2 8%, AID2073 10% and NOD1 NF-kB reporter 44%.
`COc1cccc2cc(-c3nnc(SCC(=O)NCc4ccccc4)n3C)oc12` gave HIV peptide binding 0.1%, KOR beta-arrestin-1 5.0%, Yfh1-off respiration inactive, West Nile virus CPE -0.4%, Dengue-2 NS5 capping -3%, NOD2 inhibition 4%, KOR beta-arrestin-2 -23%, AID2073 -7% and NOD1 NF-kB reporter -16%.
`CC1(C)CC(=O)C/C(=N\NC(=O)C2C3CCCCC32)C1` (configuration not stated) gave HIV peptide binding -1.1%, Yfh1-off respiration inactive, West Nile virus CPE 0.6%, Dengue-2 NS5 capping -4%, NOD2 inhibition 7%, KOR beta-arrestin-2 -5%[20 µM], AID2073 5% and NOD1 NF-kB reporter -12%.

Overlap with the part before: 3 compounds, followed by the next part.
S=C(NCc1cccnc1)Nc1cccc(Cl)c1 was read as HIV peptide binding -0.5%, KOR beta-arrestin-1 7.2%, Yfh1-off respiration inactive, West Nile virus CPE -0.2%, Dengue-2 NS5 capping 2%, NOD2 inhibition 1%, KOR beta-arrestin-2 8%, AID2073 10% and NOD1 NF-kB reporter 44%.
`COc1cccc2cc(-c3nnc(SCC(=O)NCc4ccccc4)n3C)oc12` gave HIV peptide binding 0.1%, KOR beta-arrestin-1 5.0%, Yfh1-off respiration inactive, West Nile virus CPE -0.4%, Dengue-2 NS5 capping -3%, NOD2 inhibition 4%, KOR beta-arrestin-2 -23%, AID2073 -7% and NOD1 NF-kB reporter -16%.
`CC1(C)CC(=O)C/C(=N\NC(=O)C2C3CCCCC32)C1` (configuration not stated) gave HIV peptide binding -1.1%, Yfh1-off respiration inactive, West Nile virus CPE 0.6%, Dengue-2 NS5 capping -4%, NOD2 inhibition 7%, KOR beta-arrestin-2 -5%[20 µM], AID2073 5% and NOD1 NF-kB reporter -12%.
CC(C)C(=O)Nc1nc2cc3c(cc2s1)OCCO3 was read as HIV peptide binding -2.1%, Yfh1-off respiration inactive, West Nile virus CPE 0.1%, Dengue-2 NS5 capping -1%, NOD2 inhibition -75%, KOR beta-arrestin-2 -10%, AID2073 7% and NOD1 NF-kB reporter 1%.
`CC(=O)NCCc1nc2ccccc2n1CCc1ccccc1` gave HIV peptide binding 0.4%, Yfh1-off respiration inactive, West Nile virus CPE -1.1%, Dengue-2 NS5 capping -5%, NOD2 inhibition 12%, KOR beta-arrestin-2 -43%[20 µM], AID2073 -4% and NOD1 NF-kB reporter -18%.
Screening Cc1ccc(S(=O)(=O)Oc2ccc(N3C(=O)C4C5CCC(C5)C4C3=O)cc2)cc1 (configuration not stated) returned HIV peptide binding 0.1%, KOR beta-arrestin-1 0.0%, Yfh1-off respiration inactive, West Nile virus CPE -0.5%, Dengue-2 NS5 capping -2%, NOD2 inhibition 2%, KOR beta-arrestin-2 -33%, AID2073 3% and NOD1 NF-kB reporter -19%.
Screening Cc1ccc2c(c1)C(c1ccc(F)cc1)N(C(=O)C1CC1)CC(=O)N2 (configuration not stated) returned HIV peptide binding -1.4%, KOR beta-arrestin-1 7.2%, Yfh1-off respiration inactive, West Nile virus CPE -0.1%, Dengue-2 NS5 capping 1%, NOD2 inhibition 5%, KOR beta-arrestin-2 -9%, AID2073 -7% and NOD1 NF-kB reporter -49%.
COc1ccc(N2CCN(C(=O)CSc3nnc(CNc4ccccc4)o3)CC2)cc1 was read as HIV peptide binding -2.5%, KOR beta-arrestin-1 -2.3%, Yfh1-off respiration inactive, West Nile virus CPE 0.1%, Dengue-2 NS5 capping 0%, NOD2 inhibition 13%, KOR beta-arrestin-2 32%, AID2073 -6% and NOD1 NF-kB reporter -29%.
Screening COCCNC(=O)C(OC(=O)c1cc2oc(C)cc2n1C)C(C)C (configuration not stated) returned HIV peptide binding -1.3%, KOR beta-arrestin-1 -1.9%, Yfh1-off respiration inactive, West Nile virus CPE -0.9%, Dengue-2 NS5 capping -1%, NOD2 inhibition 20%, KOR beta-arrestin-2 22%, AID2073 4% and NOD1 NF-kB reporter 15%.
CCOC(=O)C1=C(N)OC2=C(C(=O)CC(C)(C)C2)C1c1cc(CSc2nnnn2C)cs1 (configuration not stated) was read as HIV peptide binding -1.9%, KOR beta-arrestin-1 -2.6%, Yfh1-off respiration inactive, West Nile virus CPE -0.4%, Dengue-2 NS5 capping -8%, NOD2 inhibition -1%, KOR beta-arrestin-2 -15%, AID2073 10% and NOD1 NF-kB reporter -11%.
Screening COc1ccc(S(=O)(=O)N2CCN(c3ccc(F)cc3)CC2)cc1OC returned HIV peptide binding -1.9%, KOR beta-arrestin-1 -2.0%, West Nile virus CPE -1.0%, Dengue-2 NS5 capping 1%, NOD2 inhibition 9%, KOR beta-arrestin-2 2%, AID2073 7% and NOD1 NF-kB reporter -11%.
Cc1nc2ccccc2n1Cc1ccccc1Br was read as HIV peptide binding 0.9%, KOR beta-arrestin-1 2.3%, West Nile virus CPE -1.1%, Dengue-2 NS5 capping -7%, NOD2 inhibition 44%, KOR beta-arrestin-2 -24%[20 µM], AID2073 9% and NOD1 NF-kB reporter 53%.
CN=C(C)/C(C(=O)OC)=C(/O)c1ccc(Cl)cc1Cl was read as HIV peptide binding 0.3%, KOR beta-arrestin-1 4.1%, Yfh1-off respiration inactive, West Nile virus CPE -0.4%, Dengue-2 NS5 capping 2%, NOD2 inhibition 14%, KOR beta-arrestin-2 -21%, AID2073 -1% and NOD1 NF-kB reporter -7%.
`CC(=O)c1c(C)[nH]c(C(=O)Nc2nc(-c3ccc(Cl)cc3)cs2)c1C` gave HIV peptide binding 0.0%, KOR beta-arrestin-1 16%, Yfh1-off respiration inactive, West Nile virus CPE -1.3%, Dengue-2 NS5 capping -7%, NOD2 inhibition 31%, KOR beta-arrestin-2 -56%, AID2073 3% and NOD1 NF-kB reporter 66%.
For CCC(CO)NC1=CC(=O)CCC1 (configuration not stated) the results were HIV peptide binding -0.9%, KOR beta-arrestin-1 0.2%, Yfh1-off respiration inactive, West Nile virus CPE 0.2%, Dengue-2 NS5 capping 4%, NOD2 inhibition 12%, KOR beta-arrestin-2 -5%, AID2073 2% and NOD1 NF-kB reporter -30%.
Screening Cc1ccc(O)c(NS(=O)(=O)c2cccc3nsnc23)c1 returned HIV peptide binding -1.3%, KOR beta-arrestin-1 5.5%, West Nile virus CPE -1.1%, Dengue-2 NS5 capping -1%, NOD2 inhibition -2%, KOR beta-arrestin-2 -37%, AID2073 10% and NOD1 NF-kB reporter -23%.
Screening O=C(N/N=C/c1cn(-c2ccccc2)nc1-c1cc2ccccc2o1)c1ccncc1 returned HIV peptide binding -1.1%, KOR beta-arrestin-1 8.4%, Yfh1-off respiration inactive, West Nile virus CPE -1.0%, Dengue-2 NS5 capping 2%, NOD2 inhibition -136%, KOR beta-arrestin-2 -9%, AID2073 17% and NOD1 NF-kB reporter -63%.

This is a subset (hit frequency here may not be typical).
